Source: PubChem (The Scripps Research Institute Molecular Screening Center)
TEAD-YAP block: TEAD-YAP interaction inhibition; HEK-TIYL cells, TEAD-Gal4/YAP UAS-luciferase luminescence; inhibition, % at 9.12 µM; 640,000 compounds, 1.4% hits; in the data active = inhibition above about 32%;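 note: 0% = median of test compound wells and 100% = reference inhibitor wells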
FBW7 activator: human FBW7 E3 ligase activation, primary screen | AID 1259310 | normalized activity (activation), % at 26.1 µM | AlphaScreen FBW7–phospho-cyclin E peptide binding, activator screen | 650,000 compounds, 0.13% hits | Q969H0; in the data active = normalized activity above about 1.9%;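 note: purified mutant Fbw7 with reduced substrate affinity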
MITF primary: human MITF inhibition, primary screen | O75030 | AlphaScreen MITF homodimerization, bead proximity signal | 650,000 compounds, 0.91% hits | AID 1259374 | inhibition, % at 2.6 µM; in the data active = inhibition above about 50%;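 note: 0% = vehicle wells with protein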
Target sequence (O75030 whole entry, looked up): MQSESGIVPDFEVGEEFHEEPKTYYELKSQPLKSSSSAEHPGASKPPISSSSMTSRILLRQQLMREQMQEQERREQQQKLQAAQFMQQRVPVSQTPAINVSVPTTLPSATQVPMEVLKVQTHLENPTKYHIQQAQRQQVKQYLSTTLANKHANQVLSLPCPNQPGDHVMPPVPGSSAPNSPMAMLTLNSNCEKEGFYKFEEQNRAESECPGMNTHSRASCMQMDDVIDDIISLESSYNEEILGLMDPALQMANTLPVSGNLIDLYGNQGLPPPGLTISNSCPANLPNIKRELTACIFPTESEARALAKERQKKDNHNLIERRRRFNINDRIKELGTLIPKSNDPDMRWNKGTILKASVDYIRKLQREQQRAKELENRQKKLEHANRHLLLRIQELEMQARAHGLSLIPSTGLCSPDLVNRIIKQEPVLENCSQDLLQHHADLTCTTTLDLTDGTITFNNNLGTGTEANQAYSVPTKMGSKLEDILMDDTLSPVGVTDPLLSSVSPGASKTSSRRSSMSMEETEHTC
GPR151 activ: human GPR151 activation; 650,000 compounds, 1% hits; activation, % at 11.2 µM; Q8TDV0; PathHunter beta-arrestin GPR151 cells, luminescence; in the data active = activation above about 4.9%;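 note: 0% = median of compound wells and 100% = cells with positive control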
Target sequence (Q8TDV0 whole entry, looked up): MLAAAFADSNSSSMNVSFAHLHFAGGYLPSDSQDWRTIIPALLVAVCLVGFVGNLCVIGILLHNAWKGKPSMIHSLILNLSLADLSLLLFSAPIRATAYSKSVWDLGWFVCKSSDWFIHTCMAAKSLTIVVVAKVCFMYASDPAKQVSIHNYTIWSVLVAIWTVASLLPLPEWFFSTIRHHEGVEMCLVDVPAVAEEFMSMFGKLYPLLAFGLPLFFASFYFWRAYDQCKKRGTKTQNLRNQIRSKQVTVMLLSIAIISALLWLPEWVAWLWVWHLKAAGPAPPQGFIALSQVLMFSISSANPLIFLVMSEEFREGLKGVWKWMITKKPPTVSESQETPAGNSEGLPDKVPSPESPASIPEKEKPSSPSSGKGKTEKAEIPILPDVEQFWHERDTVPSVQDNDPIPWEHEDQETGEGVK
Numbers without * were called inactive.

Labels used below – A = TEAD-YAP block; B = FBW7 activator; C = MITF primary; D = GPR151 activ
#1 Cc1ccc(OCC(=O)NNC(=O)C2C3C=CC(C3)C2(C)C(=O)O)cc1 (configuration not stated)
  A: 5	B: 0.0	C: 20	D: -1.3
#2 FC(F)(F)c1ccc(Cn2cnc3c(NCc4cccc(C(F)(F)F)c4)nc(Cl)nc32)cc1
  A: 4	B: 0.2	C: 12	D: 1.5
#3 Cc1ccc(CN2CCc3nnc(CNC(=O)c4ccccn4)n3CC2)o1
  A: -8	B: -0.1	C: 7	D: 2.6
#4 CCOC(=O)c1c(NC(=O)COc2ccc(-c3ccccc3)cc2)sc(C)c1C
  A: 5	B: -0.1	C: 4	D: -0.9
#5 CCOC(=O)c1c(NC(=O)c2ccccc2Cl)sc2c1CCC(C(C)(C)C)C2 (configuration not stated)
  A: 0	B: 0.7	C: 1	D: 0.3
#6 COc1ccccc1CCN1C(=O)CCC1CCNCc1cc2c(cc1Cl)OCO2 (configuration not stated)
  A: -4	B: -0.1	C: -1	D: -0.3
#7 COc1ccc(N2C(=O)C3C4C=CC(C)(O4)C3C2=O)cc1 (configuration not stated)
  A: 4	B: 0.0	C: 10	D: 0.6
#8 Nc1ncnc(N/N=C/c2cccnc2)c1[N+](=O)[O-]
  A: 20	B: -0.5	C: -1	D: -3.1
#9 Cc1cc(=O)oc(C)c1C(=O)NCC(C)CN1CCC(C)CC1 (configuration not stated)
  A: -18	B: 0.1	C: 3	D: -0.2
#10 CC(=O)CC(=O)N/C(=N\c1nc(C)cc(C)n1)Nc1ccc(C)c(Cl)c1
  A: 4	B: 0.0	C: 2	D: 0.8
#11 CCOc1ccc(C(=O)CC2(O)C(=O)Nc3ccccc32)cc1 (configuration not stated)
  A: -2	B: 0.3	C: -1	D: -0.9
#12 O=C(c1ccc(S(=O)(=O)c2ccc(F)cc2)c([N+](=O)[O-])c1)N1CCOCC1
  A: 6	B: -0.1	C: 12	D: -0.1
#13 Cc1ccc(C2/C(=C(/O)c3ccc(S(=O)(=O)N(C)C)cc3)C(=O)C(=O)N2CCN2CCCCC2)cc1 (configuration not stated)
  A: -3	B: -0.1	C: -6	D: -1.1
#14 CCCN1C(=O)/C(=C/c2ccc(OCC(=O)OCC)cc2)NC1=S
  A: 10	B: -0.2	C: 0	D: 4.7
#15 c1csc(CNc2ncc(-c3cccc4ncccc34)n3ccnc23)c1
  A: 11	B: -0.1	C: 6	D: -1.0
#16 Cn1nnnc1SCC(=O)Nc1ncc(S(=O)(=O)c2ccc([N+](=O)[O-])cc2)s1
  A: -8	B: -0.1	C: -3	D: 4.7
#17 CCCCn1c(CNC(=O)c2cccc(OC)c2)nnc1SCC(=O)Nc1sc2c(c1C(=O)OCC)CCCCC2
  A: 0	B: 0.1	C: -5	D: 1.7
#18 Cc1occc1C(=O)NC(C)c1nnc2n1CCN(Cc1ccccc1O)CC2 (configuration not stated)
  A: 5	B: -0.1	C: 0	D: 0.2
#19 COc1cc(CN2CCc3nnc(CNC(=O)c4ccccc4OC)n3CC2)ccc1F
  A: 5	B: -0.1	C: -10	D: -0.4
#20 COc1ccc(CN2CCCCC2)c(C)c1C
  A: 10	B: 0.3	C: -4	D: 2.6
#21 CCCCN(CCCC)S(=O)(=O)c1ccc2c3c(cccc13)C(=O)N2
  A: -1	B: 0.4	C: -11	D: 1.4
#22 O=C1CC(N2CCN(Cc3ccc(Cl)cc3)CC2)C(=O)N1c1ccc(I)cc1 (configuration not stated)
  A: -7	B: 0.0	C: 2	D: -0.4
#23 CCOc1ccc(/C=C(\C#N)c2nc(-c3cc4cc(Br)ccc4oc3=O)cs2)cc1
  A: -4	B: -0.1	C: -6	D: -1.1
#24 O=C(N/N=C/c1cc(Br)ccc1O)c1cc(Br)ccc1O
  A: -12	B: 0.2	C: 8	D: 3.0
#25 CCOC(=O)c1c(NC(=O)c2ccc(Br)o2)sc2c1CCCC2
  A: -9	B: 0.1	C: 19	D: 3.3
#26 CCOC(=O)c1cnc2c(OC)cccc2c1Nc1cc(OC)c(OC)c(OC)c1
  A: 56*	B: 0.0	C: 2	D: 0.2
#27 COc1ccc(N2C(=O)NC(=O)/C(=C/c3ccc(OC)c(OCC(N)=O)c3)C2=O)cc1
  A: 14	B: -0.1	C: 11	D: 1.1
#28 Cc1cccc(NS(=O)(=O)c2ccc(NC(=O)/C=C/c3cccc([N+](=O)[O-])c3)cc2)c1
  A: 2	B: 0.7	C: 5	D: 2.0
#29 CCOCCOC(=O)C1=C(C)NC(=O)NC1c1cccc(Oc2ccccc2)c1 (configuration not stated)
  A: -21	B: 0.1	C: 9	D: -0.7
#30 CCOC(=O)C1=C(O)/C(=C\c2ccc(Cl)c(Cl)c2)N=C1C
  A: 4	B: 0.0	C: 9	D: -1.0

Random excerpt: 2 entries already listed.
Labels used below – A = TEAD-YAP block; B = FBW7 activator; C = MITF primary; D = GPR151 activ
#25 CCOC(=O)c1c(NC(=O)c2ccc(Br)o2)sc2c1CCCC2
  A: -9	B: 0.1	C: 19	D: 3.3
#22 O=C1CC(N2CCN(Cc3ccc(Cl)cc3)CC2)C(=O)N1c1ccc(I)cc1 (configuration not stated)
  A: -7	B: 0.0	C: 2	D: -0.4

(next part)
Labels used below – A = TEAD-YAP block; B = FBW7 activator; C = MITF primary; D = GPR151 activ
#31 O=C(CN1C(=O)C2CC=CCC2C1=O)Nc1nnc(SCc2ccc(F)cc2)s1 (configuration not stated)
  A: -10	B: 0.1	C: -6	D: -2.0
#32 Cc1cc(N2CCCCC2)nc2ccc(NC(=O)/C=C/c3ccco3)cc12
  A: 21	B: -0.5	C: -1	D: 1.9
#33 Cn1c(NC(=O)c2ccc3ccccc3c2)cc(=O)n(C)c1=O
  A: -7	B: -0.4	C: 2	D: -0.1
#34 Cc1cc(C)cc(NC(=O)CSc2nnc3[nH]c(=O)cc(N)n23)c1
  A: 9	B: -0.1	C: 6	D: -0.3
#35 CC(=O)c1cccc(-c2nc3ccc(C(=O)NCCCN4CCCC4=O)cc3s2)c1
  A: -24	B: 0.0	C: 1	D: -2.4
#36 COc1ccc(C(=O)N2CCCCC2c2nc3ccccc3[nH]2)cc1Cn1cccn1 (configuration not stated)
  A: -12	B: -0.2	C: -7	D: 1.4
#37 COc1ccc(C2C(C(=O)NC(C)C)c3ccccc3C(=O)N2C)cc1OC (configuration not stated)
  A: 1	B: 0.2	C: 16	D: -1.3
#38 CC(=O)c1ccc(NC(=O)N2CCC(NC(=O)OC(C)(C)C)CC2)cc1
  A: 3	B: 0.0	C: 7	D: 1.9
#39 COC(=O)CN(c1ccc(Cl)cc1)S(C)(=O)=O
  A: 2	B: 0.0	C: 4	D: 1.7
#40 O=C(O)c1ccc2c(c1)C(=O)N(c1ccc([N+](=O)[O-])cc1O)C2=O
  A: -15	B: -0.1	C: -3	D: 0.3
#41 CCN1CCC(N(Cc2ccco2)C(=O)NC23CC4CC(CC(C4)C2)C3)CC1
  A: 3	B: 0.0	C: -9	D: 1.1
#42 COC(=O)c1c(-c2ccccc2)csc1NC(=O)CC(C)C
  A: -2	B: -0.1	C: -5	D: -1.0
#43 COc1oc(-c2ccc(F)cc2)nc1C(F)(F)F
  A: -1	B: 0.3	C: 54*	D: -1.7
#44 O=C(O)c1cc([N+](=O)[O-])ccc1NCc1ccccc1Cl
  A: -8	B: -0.1	C: -7	D: 1.8
#45 CCCCCn1c(=O)c(-c2ccccc2)c(O)c2ccccc21
  A: 3	B: 0.0	C: 1	D: -0.4
#46 OCCOCCN1CCN(Cc2ccc(Br)cc2)CC1
  A: 11	B: 0.4	C: -9	D: 2.2
#47 C[C@@H]1NC(=O)[C@@H]2C[C@H](NC(=O)Nc3ccc(C(F)(F)F)cc3)CN2C1=O
  A: 3	B: 0.0	C: 12	D: -0.6
#48 NC(=O)CSc1ccc(-c2ccccn2)nn1
  A: -3	B: -0.2	C: 82*	D: -0.1
#49 COC(=O)c1cccc(NC(=S)Nc2cc(C)ccn2)c1
  A: -66	B: 0.1	C: 7	D: -1.3
#50 C=CCOC(=O)C1=C(C)NC(C)=C(C(=O)OCC=C)C1c1ccc(OC)c(OC)c1
  A: -7	B: 0.2	C: 14	D: 0.7
#51 CC(C)NC(=O)C12CC3(C)CC(C)(CC(C)(C3)C1)C2
  A: 1	B: 1.0	C: 19	D: 1.8
#52 CSc1cc(C)c2c(c1)COC1(CCN(C(=O)C3CC3C(=O)O)CC1)O2 (configuration not stated)
  A: -6	B: 0.8	C: 18	D: 0.0
#53 COc1ccc(-c2cn3c(C)c(C(=O)Nc4ccc(NC(C)=O)cc4)sc3n2)cc1
  A: -10	B: 0.2	C: 4	D: 4.0
#54 O=C(NCc1ccc(Cl)cc1)c1ccc2c(=O)n(CCc3ccccc3)c(=S)[nH]c2c1
  A: -3	B: 0.0	C: -10	D: -1.5
#55 OCC1CCCN(c2ncnc3sc(-c4ccccc4)cc23)C1 (configuration not stated)
  A: -8	B: 0.1	C: 4	D: 2.1
#56 COCCN(CCOC)S(=O)(=O)c1ccc(C(=O)Nc2sc3c(c2C#N)CCC3)cc1
  A: -11	B: -0.1	C: 3	D: -0.3
#57 Cc1ccc(N(C(=O)c2ccccc2F)C2C=CS(=O)(=O)C2)cc1C (configuration not stated)
  A: -3	B: 0.0	C: 7	D: 0.5
#58 COc1ccc2oc3c(=O)[nH]cnc3c2c1
  A: 9	B: 0.0	C: 12	D: -2.9
#59 COc1ccc(CNC(=O)Cn2cncn2)cc1OC
  A: 10	B: 0.2	C: 5	D: 0.7
#60 Cc1cnccc1CN(C)C(=O)CCCn1nnnc1CN1CCC(C)CC1
  A: 9	B: 0.0	C: -1	D: 1.0

Profiles, looked up by structure:
Entry for COc1ccc2oc3c(=O)[nH]cnc3c2c1 → TEAD-YAP block: 9; FBW7 activator: 0.0; MITF primary: 12; GPR151 activ: -2.9
Entry for O=C(NCc1ccc(Cl)cc1)c1ccc2c(=O)n(CCc3ccccc3)c(=S)[nH]c2c1 → TEAD-YAP block: -3; FBW7 activator: 0.0; MITF primary: -10; GPR151 activ: -1.5

Later entries.
Labels used below – A = TEAD-YAP block; B = FBW7 activator; C = MITF primary; D = GPR151 activ
#61 COc1cccc2sc(=NC(=O)c3ccc(S(=O)(=O)N4CCCCCC4)cc3)n(C)c12
  A: 0	B: 0.0	C: 0	D: 2.1
#62 O=C(Nc1ccc(S(=O)(=O)Nc2ncccn2)cc1)c1ccccc1Br
  A: 7	B: 0.5	C: 10	D: -0.4
#63 COc1ccc(-c2noc(C3CCCN(C(=O)CC4CCCCC4)C3)n2)cc1 (configuration not stated)
  A: -4	B: -0.1	C: -9	D: -0.2
#64 O=C(NC(NCc1cccnc1)C(Cl)(Cl)Cl)c1ccc(Br)cc1 (configuration not stated)
  A: 15	B: 0.0	C: -8	D: -0.2
#65 COc1cc(/C=C2\NC(=S)NC2=O)cc(OC)c1
  A: 5	B: -0.1	C: -12	D: -0.2
#66 CC(=O)Nc1ccc2nc(SCc3c(C)cc(C)cc3C)sc2c1
  A: -8	B: -0.1	C: 2	D: 0.6
#67 COc1ccc(-n2c(SC)nc3scc(-c4ccc(Cl)cc4)c3c2=O)cc1
  A: 9	B: 0.1	C: 4	D: 1.5
#68 COc1ccccc1CNC(=O)CC1C(=O)NCCN1CCC(C)C (configuration not stated)
  A: 0	B: 0.0	C: 2	D: 5.8*
#69 Cn1cnnc1SCC(=O)N1CCC(Cc2ccccc2)CC1
  A: 2	B: 0.2	C: 5	D: -0.6
#70 O=S(=O)(Nc1cccc2cn[nH]c12)c1ccc(F)cc1
  A: 4	B: -0.2	C: -21	D: -1.1
#71 Cn1c(=O)c2c(nc(SCC(=O)O)n2Cc2cccc(C(F)(F)F)c2)n(C)c1=O
  A: 3	B: -0.1	C: -2	D: 0.1
#72 CC(=O)c1ccc(NC(=O)COc2cccc3c(=O)n(C)ccc23)cc1
  A: 0	B: -0.1	C: -15	D: 3.6
#73 O=C(Cn1c2c(c(-c3ccccc3Cl)cc1=O)CCC2)NCc1ccc(F)cc1
  A: 15	B: -0.1	C: -2	D: 1.5
#74 CC(C)Cn1cc(Cl)c(=O)[nH]c1=O
  A: 1	B: -0.1	C: 13	D: 1.6
#75 Cc1c(C)n(C(=O)CN2CCN(c3ccc(F)cc3)CC2)c2ccccc12
  A: -10	B: 0.0	C: 21	D: 0.5
#76 CCCN(CCC)Cc1c(C(=O)N/N=C/c2ccsc2)nnn1-c1nonc1N
  A: 4	B: 0.2	C: -11	D: -0.4
#77 Cc1ccc(N2CC(NC(=O)N3CCC(C(N)=O)CC3)CC2=O)cc1C (configuration not stated)
  A: 3	B: 0.0	C: 7	D: -2.5
#78 Cc1ccc(-c2nc3ncccc3o2)cc1NC(=O)c1cccc([N+](=O)[O-])c1C
  A: 8	B: 0.1	C: 3	D: -1.7
#79 CC(=O)Nc1ccc(N=c2cc(-c3ccc4c(c3)OCO4)oc3ccccc23)cc1
  A: -35	B: 0.5	C: 12	D: -1.5
#80 CCCCN1C(=O)C(=O)N(CC(=O)Nc2cc(C(C)(C)C)ccc2OC)C1=O
  A: 4	B: -0.1	C: -2	D: -1.9
#81 COc1cccc(NC(=O)Cn2c(=O)n(-c3ccccc3)c(=O)c3sccc32)c1
  A: -3	B: 0.1	C: 7	D: 0.3
#82 Cc1cc(C)cc(NC(=O)CSc2nnc(NC(=O)C(C)(C)C)s2)c1
  A: 13	B: 0.2	C: 14	D: 0.0
#83 CN1C(N)=NC(=O)/C1=C\c1cccc([N+](=O)[O-])c1
  A: 1	B: -0.1	C: 11	D: 0.4
